SENP6 inh = SENP6 protease inhibition; Q9GZR1; Recombinant SENP6 catalytic domain, aminoluciferin luminescence; inhibition, % at 10 µM; 330,000 tested, 1.8% active; AID 2599;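 active means inhibition above about 50% at the single tested dose, limit read from the data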;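 further: plate controls were DMSO wells with enzyme for no effect and DMSO wells lacking enzyme for full effect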
HKDC1 inhibitor = HKDC1 (human) hexokinase inhibition; recombinant HKDC1, G6PDH/diaphorase resazurin coupled fluorescence; inhibition, % at 20 µM; 340,000 tested, 0.16% active; AID 493160;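 active means inhibition above about 35% when tested at 20 µM, limit read from the data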;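 further: plate controls were DMSO wells with enzyme for no effect and DMSO wells lacking enzyme for full effect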
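Test system: HK5 enzyme. Quantity: 5 µg/mL HK5 final. Reagent: glucose and ATP substrates. Schedule: 90 min reaction incubation at room temperature, dark. Technique: resazurin-to-resorufin fluorescence via G6PDH and diaphorase coupling, 525/613 nm. Control set: DMSO wells with and without enzyme mix.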
SENP8 block-1 = blocks the human protease SENP8; Q96LD8; purified SENP8, Z-RLRGG-aminoluciferin cleavage, luminescence; inhibition, % at 10 µM; 330,000 tested, 1.2% active; AID 2540; in the data active means inhibition above about 50%
Target sequence (Q96LD8 whole entry, looked up): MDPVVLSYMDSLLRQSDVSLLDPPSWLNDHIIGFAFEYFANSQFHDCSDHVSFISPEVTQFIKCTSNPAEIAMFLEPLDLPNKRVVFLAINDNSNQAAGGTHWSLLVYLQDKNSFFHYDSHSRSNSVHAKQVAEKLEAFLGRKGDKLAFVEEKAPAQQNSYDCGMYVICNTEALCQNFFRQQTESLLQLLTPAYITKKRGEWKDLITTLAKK
SENP7 block = SENP7 protease inhibition; recombinant SENP7, Z-RLRGG-aminoluciferin luminescence, 40 min; inhibition, % at 5 µM; 330,000 tested, 1.5% active;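 active means inhibition above about 50% at the single test dose, limit read from the data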;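 further: plate controls were DMSO with enzyme for no effect and no enzyme buffer wells for full effect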
Target sequence (Q9BQF6 706-1050 limits assumed): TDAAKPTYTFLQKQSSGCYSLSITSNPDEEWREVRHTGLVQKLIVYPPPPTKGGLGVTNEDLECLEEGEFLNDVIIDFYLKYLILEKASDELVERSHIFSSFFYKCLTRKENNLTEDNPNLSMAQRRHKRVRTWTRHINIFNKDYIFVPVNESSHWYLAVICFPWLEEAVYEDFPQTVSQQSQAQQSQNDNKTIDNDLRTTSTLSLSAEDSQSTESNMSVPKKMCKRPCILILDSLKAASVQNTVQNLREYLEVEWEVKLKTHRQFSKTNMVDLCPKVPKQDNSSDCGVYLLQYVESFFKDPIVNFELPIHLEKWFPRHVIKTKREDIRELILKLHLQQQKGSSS
beta cell repl = inducers of beta-cell replication in MIN6 cells | MIN6 cells proliferation, ATPlite luminescence, 48 h; cells starved in 0.2% serum; 100% = growth in 10% serum | proliferation, % at 10 µM | 330,000 tested, 0.29% active | AID 2380;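 active means compounds whose signal lies at least 3.5 SD above the mean of all wells on their plate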;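 further: 0% = DMSO-treated cells in low-serum medium and 100% = 10% serum control; some compounds called inactive have numbers as strong as hits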
UBC13 inh = inhibitors of human UBC13 polyubiquitin chain formation | TR-FRET | AID 485273 | inhibition, % at 20 µM | P61088 | 330,000 tested, 0.47% active; in the data active means inhibition above about 45%, passing the limit was not always enough; inconclusive means no clear call, values can overlap the other calls
Target sequence (P61088 whole entry, looked up): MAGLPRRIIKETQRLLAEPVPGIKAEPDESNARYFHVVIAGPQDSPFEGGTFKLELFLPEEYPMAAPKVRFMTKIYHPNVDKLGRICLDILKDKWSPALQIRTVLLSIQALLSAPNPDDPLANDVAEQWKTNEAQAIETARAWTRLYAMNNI
SENP8 block-2 = SENP8 (human) protease inhibition | inhibition, % at 20 µM | Q96LD8 | 360,000 tested, 0.64% active | AID 602440 | recombinant SENP8, Nedd8 substrate fluorescence; in the data active means inhibition mostly above about 40%, no sharp cut-off; inactive means mostly below about 27%
SENP1 inh = blocks the human SENP1 SUMO protease catalytic domain. AID 624204. inhibition, % at 10 µM. 360,000 tested, 0.21% active. recombinant SENP1 catalytic domain, CyPet-SUMO1-YPet FRET cleavage. Q9P0U3;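 active means inhibition at least 30% at 10 µM, raw YFP signal under a set limit, fluorescence ratio 0.5 to 1.5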;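 further: 0% = enzyme with DMSO and 100% = no enzyme wells; some results filed as inactive read as strong as hits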
Target sequence (Q9P0U3 419-644 limits assumed): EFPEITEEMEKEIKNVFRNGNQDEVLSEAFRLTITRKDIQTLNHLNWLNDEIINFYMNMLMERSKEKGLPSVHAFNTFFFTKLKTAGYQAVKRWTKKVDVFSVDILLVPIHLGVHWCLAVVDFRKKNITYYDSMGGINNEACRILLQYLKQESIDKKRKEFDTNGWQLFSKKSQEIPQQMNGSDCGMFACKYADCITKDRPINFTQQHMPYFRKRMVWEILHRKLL
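Controls: no-enzyme wells low, DMSO-plus-enzyme wells high control. Test system: human recombinant His6-tagged SENP1 catalytic domain enzyme. Reagent: SFCypet-SUMO1-SFYpet FRET protein substrate, 25 nM final. Doses: one dose per compound, 10 µM, 0.5% DMSO. Detection: FRET, CFP and YFP emission. Timing: 50 min reaction at room temperature.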
PfG6PD inh = PfG6PD (Plasmodium falciparum) enzyme inhibition | inhibition, % at 20 µM | AID 504690 | 350,000 tested, 0.78% active | PfGluPho enzyme, NADPH resazurin-diaphorase fluorescence;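 active means inhibition reaching at least a set limit at 20 µM in the primary screen, cut at about 59% in these data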;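 further: 0% = DMSO wells with substrate and 100% = DMSO wells lacking glucose-6-phosphate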
Active calls of the source: *; ? = inconclusive; / = not tested or not shown.

Every second line gives: SENP7 block | HKDC1 inhibitor | SENP8 block-1 | SENP6 inh | beta cell repl | PfG6PD inh | SENP1 inh | UBC13 inh | SENP8 block-2
> Cc1ccnc(SCC(=O)Nc2c(C)n(C)n(-c3ccccc3)c2=O)n1
  3 | -5 | 6 | -1 | -2 | -4 | -1 | 2 | 6
> Cc1ccc(S(=O)(=O)NCCC(=O)N2CCN(c3ccccc3)CC2)cc1C
  -1 | 4 | 4 | -1 | -2 | 3 | 1 | 5 | 11
> O=C(NNc1ccccc1)c1ccc(Cl)c(Cl)c1
  / | 0 | / | / | / | 12 | 2 | / | 24
> CCN1CCN(c2ccc([N+](=O)[O-])c(Sc3nc4ccccc4[nH]3)c2)CC1
  8 | -7 | 0 | -10 | -3 | -14 | -1 | -4 | 41*
> CN(Cc1ccccc1)c1ncnc2c1cnn2-c1ccccc1
  7 | -2 | -7 | 11 | -5 | 12 | -17 | 8 | 2
> O=C(CCN1N=C(c2ccccc2)CCC1=O)NCC1CCCO1 (stereo not drawn)
  -2 | -4 | -11 | 5 | -3 | -18 | -1 | -1 | 4
> NNC(=O)COc1ccc(C(F)(F)F)cc1
  -7 | -7 | -5 | -19 | -2 | -1 | 1 | -10 | 5
> CCOC(=O)c1[nH]c2ccc(OC)cc2c1NC(=O)c1cccc(OC)c1
  -1 | 1 | 3 | 0 | 1 | 4 | 0 | -6 | -67
> O=C(CN1CCN(C2CCCCC2)CC1)Nc1ccccc1-c1ccccc1
  -4 | -9 | -5 | -13 | -2 | -10 | 5 | 2 | 2
> COc1ccc(-c2cc(C(=O)OCC(=O)c3c(N)n(C)c(=O)n(C)c3=O)c3ccccc3n2)cc1
  -7 | -1 | -13 | -11 | -1 | 2 | -12 | ? | -421
> CC(Cc1ccsc1)NC(=O)CCc1nnc(COc2ccccc2)o1 (stereo not drawn)
  -1 | -1 | 5 | 6 | 0 | -9 | 1 | 6 | -1
> CCN1/C(=C/c2ccc3cc(C)ccc3[n+]2C)Sc2ccc3sccc3c21
  / | 11 | / | / | / | 65* | 44* | / | 29
> COc1ccc2nc(SCC(=O)C(C)(C)C)[nH]c2c1
  5 | -4 | 0 | 9 | -2 | 3 | 0 | -5 | 9
> CCCc1cc(=O)[nH]c(SCC(=O)NCCCC(=O)OCC)n1
  -4 | -4 | -3 | 3 | -2 | -18 | 2 | -3 | 16
> COc1ccccc1N1CCN(C(=O)CNS(=O)(=O)c2ccc(Br)s2)CC1
  4 | -1 | 1 | 9 | 3 | 6 | 2 | 1 | 12
> COc1cc(CCN2C(=O)N[C@@H](c3cccc(C(F)(F)F)c3)C(C(C)=O)=C2C)cc(OC)c1OC
  -12 | / | 4 | 5 | 0 | / | / | 18 | /
> CC(=O)c1ccc(NC(=O)CCn2c(=O)oc3ccccc32)cc1
  -11 | 0 | -10 | -8 | -6 | -6 | 0 | -11 | -8
> CCN1CCN(C(=O)Cn2c(=O)sc3ccccc32)CC1
  -1 | -7 | -4 | 2 | -2 | 9 | 0 | 0 | 18
> Nc1nc(-c2ccccc2Br)cs1
  0 | -6 | -1 | -12 | -1 | 6 | 4 | -2 | 15
> Cc1ccc(OCCNC(=O)CCc2ccccc2)cc1C
  -11 | -5 | -2 | -13 | -3 | -4 | 2 | 0 | 4
> C=CC1=CCN(S(=O)C(C)(C)C)[C@@H]1CCO (stereo partly drawn)
  / | 2 | / | / | / | 15 | -3 | / | 2
> O=c1c2ccccc2ncn1CCCCOc1ccc(Br)cc1
  -5 | -4 | -10 | -14 | -2 | 14 | 3 | 0 | 7
> COc1ccc(CCN2C(=O)NC(NC(=O)C(C)(C)C)(C(F)(F)F)C2=O)cc1OC (stereo not drawn)
  -1 | 14 | -2 | -10 | 2 | -21 | 2 | 6 | 12
> O=C(NCc1ccco1)c1ccccc1NS(=O)(=O)c1ccc(Br)s1
  3 | 1 | 2 | -11 | -4 | -33 | 1 | 6 | 12
> Cc1ccc(S(=O)(=O)NC(C)(C)C)cc1C(=O)OC(C)C(=O)NC1CC1 (stereo not drawn)
  5 | -4 | -9 | -6 | 1 | 11 | 3 | 2 | 3
> O=C(O)c1ccccc1CSc1nnc2c(n1)[nH]c1ccccc12
  3 | 0 | -11 | 17 | -3 | 36 | 0 | 21 | 11
> Cc1ccc(NS(=O)(=O)c2ccc(NC(=O)CSc3ccc(Cl)cc3)cc2)c(C)c1
  2 | 4 | -2 | -3 | 0 | 12 | 0 | -9 | 24
> COCCNC(=O)c1cccc(OC2CCN(Cc3cccc(SC)c3)CC2)c1
  -12 | -3 | -3 | -19 | -2 | -2 | -4 | -4 | 26
> CC(=O)c1cccc(NC(=O)COc2ccc3oc(=O)cc(C)c3c2)c1
  -3 | -3 | -2 | -5 | -1 | 12 | -7 | 3 | -61
> C/C(=C\C(=O)C(F)(F)F)Nc1ccc(C)cc1
  3 | -11 | -7 | -2 | 0 | -8 | 2 | -16 | 0
> CC(=O)c1cccc(NC(=O)c2ccoc2C)c1
  -3 | 12 | -1 | 1 | -1 | -9 | 1 | 3 | 10
> Cc1[nH]nc2c1C(=O)CCC2
  0 | -5 | -3 | -9 | 1 | -12 | 1 | -2 | 17
> CC(C)CN(C(=O)COC(=O)Cc1ccc(Cl)cc1)c1c(N)n(Cc2ccccc2)c(=O)[nH]c1=O
  -7 | -6 | 10 | -3 | 2 | -11 | -2 | -4 | 2
> COC(=O)C1=C(C(=O)OC)C2(OC1c1ccccc1C)C(=O)c1ccccc1C2=O (stereo not drawn)
  -4 | 4 | -8 | 3 | -2 | 5 | 8 | -7 | -44
> Cc1sc2ncn(CC(=O)NCC(=O)N3CCN(c4ccccc4F)CC3)c(=O)c2c1C
  4 | -3 | 0 | -4 | -1 | -6 | -1 | 2 | 4
> CCc1nnc(NC(=O)c2ccc(-c3ccc(C(C)=O)cc3)o2)s1
  -15 | 9 | -10 | -17 | -3 | 8 | -4 | -10 | -394
> COc1cccc(C(=O)Nc2cccc(-c3ccc(N4CCOCC4)nn3)c2)c1
  15 | -1 | 3 | 23 | -5 | 19 | 5 | -1 | -19
> CSc1nccc(NC(=O)c2ccc(C(C)(C)C)cc2)n1
  -2 | 3 | -14 | -19 | -7 | 15 | 4 | -2 | 19
> COc1ccccc1CNC(=O)c1cn(C)c2ccc(S(=O)(=O)N3CCCC3)cc2c1=O
  10 | 3 | 10 | 6 | -4 | 2 | 3 | 8 | 8
> COc1ccc(N=Nc2c(N)nn(C)c2N)cc1
  / | 3 | / | / | / | 10 | 3 | / | 51*
> O=S(=O)(N/N=C/c1ccc2c(c1)OCO2)c1ccc(Br)cc1
  -7 | -4 | -9 | -8 | 1 | 9 | 2 | -18 | 3
> COc1ccc(Nc2nc(C)nc3sc4c(c23)CCC4)cc1O
  0 | 0 | 6 | -18 | -4 | 20 | -8 | -4 | -1
> Cc1cc(OCC(=O)Nc2ncn[nH]2)ccc1Cl
  0 | -10 | 1 | -12 | 3 | -6 | 0 | -2 | 16
> O=C(CSc1ncccc1-c1nc2ccccc2[nH]1)NC1CC1
  5 | -9 | -3 | 11 | 0 | 7 | 4 | 2 | -223
> CCOC(=O)NC(=O)CSc1nnc(C2CC2)n1Cc1ccco1
  -4 | -8 | -11 | -17 | -2 | 1 | -2 | 8 | -7
> N=c1c2c3c(sc2ncn1Nc1ccccc1)CCC3
  -11 | 0 | -13 | -32 | -1 | -7 | 1 | -3 | 4
> Cc1ccc(C2=[N+]([O-])C3(CCCCC/C3=N\O)N(O)C2(C)C)o1 (stereo not drawn)
  -9 | -8 | -4 | -15 | -2 | 4 | -1 | -7 | 18
> CC1CN(C(=S)Nc2ccccc2C(F)(F)F)CC(C)O1 (stereo not drawn)
  -21 | -7 | -11 | -13 | 2 | 6 | 5 | 6 | 6
> Cc1nn(C)c(C)c1NC(=O)COc1ccc(Cl)cc1Br
  -9 | -8 | -15 | -17 | 0 | 11 | 2 | -5 | 8
> CC(=O)Oc1cccc(N2C(=O)c3ccccc3C2=O)c1
  1 | -1 | -1 | -13 | 0 | 1 | 1 | 0 | 3
> Cn1cccc1C(=O)NCC1CCCCC1
  -16 | -4 | -8 | 0 | -2 | -8 | -1 | -3 | 4
> COc1ccc(C(=O)NCCc2nnc3ccc(SCC(=O)NCc4ccccc4)nn23)cc1
  -4 | -3 | -3 | 8 | 0 | -10 | 0 | 2 | -5
> Cc1ccc(NC(=S)NN(C)c2cc(C)nc(C)n2)cc1
  0 | -6 | -1 | 0 | 0 | 7 | 1 | 1 | 1
> COCCN(C(=S)Nc1cccc(OC)c1)C1CCN(C(C)=O)CC1
  -10 | -9 | -17 | -31 | -3 | 4 | 1 | -8 | 9
> COc1ccc(C2C3C(=O)N(N(C)c4ncc(C(F)(F)F)cc4Cl)C(=O)C3ON2C)cc1 (stereo not drawn)
  4 | -2 | 3 | -5 | 4 | -12 | 2 | 4 | -21
> CC(C(=O)NCc1ccccc1)N1C(=O)CN(C)C(=O)c2ccccc21 (stereo not drawn)
  -4 | -2 | -10 | -25 | -3 | -8 | 2 | -8 | -1
> COc1cccc(CC2(CO)CCCN(Cc3cn[nH]c3-c3ccccc3)C2)c1 (stereo not drawn)
  2 | -6 | 0 | -1 | -2 | 11 | -2 | 5 | 9
> COc1ccc(NC(=O)CN(C)C(=O)Cc2c[nH]c3ccccc23)cc1
  -9 | -2 | -14 | -2 | 0 | -7 | -4 | -6 | -2
> CN(c1nc(-c2ccc(Br)cc2)cs1)C1CCS(=O)(=O)C1 (stereo not drawn)
  -9 | 1 | 0 | -3 | -3 | 30 | 1 | -7 | 14
> Cn1ccnc1SCC(=O)Nc1cccc2ccccc12
  -2 | -4 | 6 | -4 | -1 | 5 | 3 | -10 | 15

More structures.
Every second line gives: SENP7 block | HKDC1 inhibitor | SENP8 block-1 | SENP6 inh | beta cell repl | PfG6PD inh | SENP1 inh | UBC13 inh | SENP8 block-2
> O=C(C1CCC(=O)N1Cc1ccccc1Cl)N1CCN(c2cccc(Cl)c2)CC1 (stereo not drawn)
  -7 | 4 | -3 | -25 | 0 | 14 | 0 | -4 | 40*
> Cn1c(=O)c(-c2ccccc2[N+](=O)[O-])c(Cl)c2ccccc21
  11 | -2 | 1 | 9 | 0 | 20 | 0 | -3 | 2
> COc1cc(C)c(Br)cc1S(=O)(=O)NCCN1CCOCC1
  5 | -7 | -8 | 4 | 4 | -1 | 1 | 2 | 8
> O=C1CC(c2ccccc2Cl)C2=C(COC2=O)N1 (stereo not drawn)
  -2 | -9 | 6 | -5 | 0 | -3 | 2 | 7 | 14
> O=C(NC1CCCC1)C1C2C=CC3(CN(Cc4cccs4)C(=O)C13)O2 (stereo not drawn)
  13 | -9 | -9 | -5 | -3 | 13 | 2 | -11 | 6

For convenience, 2 of the compounds above.
Every second line gives: SENP7 block | HKDC1 inhibitor | SENP8 block-1 | SENP6 inh | beta cell repl | PfG6PD inh | SENP1 inh | UBC13 inh | SENP8 block-2
> O=C1CC(c2ccccc2Cl)C2=C(COC2=O)N1 (stereo not drawn)
  -2 | -9 | 6 | -5 | 0 | -3 | 2 | 7 | 14
> O=C(NC1CCCC1)C1C2C=CC3(CN(Cc4cccs4)C(=O)C13)O2 (stereo not drawn)
  13 | -9 | -9 | -5 | -3 | 13 | 2 | -11 | 6

High-throughput results from PubChem.
